DUSP3 inh – inhibitors of human VHR1 phosphatase (DUSP3); recombinant VHR phosphatase, colorimetric substrate read-out; inhibition, % at 20 µM; actives 0.7% (n = 50,000); in the data active means inhibition above about 60%; further: some results filed as inactive read as strong as hits
Target sequence (P51452 whole entry, looked up): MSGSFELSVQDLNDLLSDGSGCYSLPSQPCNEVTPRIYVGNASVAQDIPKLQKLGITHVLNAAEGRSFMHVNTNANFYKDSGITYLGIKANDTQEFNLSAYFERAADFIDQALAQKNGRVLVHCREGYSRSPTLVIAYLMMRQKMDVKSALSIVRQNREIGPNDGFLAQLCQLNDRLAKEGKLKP
Numbers without * were called inactive; & = joins results of further samples.

SMILES	DUSP3 inh
CCCCOc1ccc(/C=N/N2CCN(C)CC2)cc1	-7.2
COc1ccc(CN=Cc2c(O)n(-c3ccc(Cl)cc3)c(=O)[nH]c2=O)cc1	-28.1
COc1ccc(C(=O)Nc2ccccc2C(=O)Nc2ccc(C(=O)O)cc2)cc1	-9.8
COc1ccccc1NC(=O)C1=C(C)NC(=S)NC1c1ccc(Cl)cc1 (centres undefined)	28.7
COc1ccc(/C=C2\SC(=O)N(CC(=O)Nc3nccs3)C2=O)cc1OC	-32.2
O=C(/C(=N/O)n1cnc([N+](=O)[O-])n1)c1ccccc1	-14.6
O=C(NCc1ccccc1Cl)/C(=C\c1ccc([N+](=O)[O-])o1)NC(=O)c1ccccc1	2.5
Cc1ccc(N(CC(=O)NCCSc2ccccn2)S(C)(=O)=O)cc1	7.0
COc1ccc(S(=O)(=O)Nc2cccc(C)c2)cc1OC	-2.7
CCC(C)(C)C1CCc2c(sc(NC(=O)CCCC(=O)O)c2C(N)=O)C1 (centres undefined)	-43.6
COc1ccc(C2CC(=O)C3=C(C2)Nc2ccccc2NC3c2c(Cl)cccc2Cl)cc1 (centres undefined)	-12.8
COc1ccc(C2CC(C(F)(F)F)n3ncc(C(=O)NCc4ccco4)c3N2)cc1OC (centres undefined)	0.1
Cc1cc(-n2cc(I)c(=O)[nH]c2=O)nc(-c2ccccc2)n1	6.3
S=C1NC(c2ccccc2)N2C(=S)NC(c3ccccc3)N12 (centres undefined)	-4.7
O=C(Nc1cccc(C(F)(F)F)c1)C1CC2CCC1C2 (centres undefined)	-17.8
COCCOC(=O)c1c(C)oc2ccc(O)cc12	-1.0
O=C(O)CCCCCN1C(=O)C(O)=C(C(=O)/C=C/c2ccccc2)C1c1cccc(F)c1 (centres undefined)	6.0
O=C(c1ccc2ccccc2c1)N1CCCC1	-20.6
Cc1ccc(S(N)(=O)=O)cc1NC(=O)c1ccc([N+](=O)[O-])cc1Cl	-17.4
O=C(NCc1cccnc1)/C(=C/c1ccc(-c2ccc(Br)cc2)o1)NC(=O)c1ccccc1	-5.7
CC(=O)c1ccc(N2C(=O)CC(SC(=NCCc3ccccc3)Nc3ccc(F)cc3)C2=O)cc1 (centres undefined)	7.3
CCOC(=O)C(=Cc1ccc(-c2ccc(Cl)cc2Cl)o1)C(=O)OCC	-3.5
Cc1ccnc(NC(=O)C2CCCC2)c1	-11.4
CC1CCN(C(=O)CSc2nc3ccc([N+](=O)[O-])cc3s2)C(C)C1 (centres undefined)	-3.2
CCOC(=O)c1c(NC(=O)Cc2ccc(Cl)cc2)sc(C(=O)Nc2ccccc2F)c1C	-9.1
O=C1N(c2ccccc2)C2CS(=O)(=O)CC2N1c1cccc(Cl)c1 (centres undefined)	-37.9
COCCc1nnc(NC(=O)Nc2ccccc2)s1	-12.7
Cc1ccc(N(CC(=O)Nc2ccc(Cl)cc2)S(C)(=O)=O)cc1Cl	-2.6
O=C1/C(=C\c2ccc(-c3cccc([N+](=O)[O-])c3)o2)SC(=S)N1C1CCS(=O)(=O)C1 (centres undefined)	-20.8
CCc1cccc(CC)c1NC(=O)c1cc(-c2cccs2)nc2ccccc12	0.2
CCOc1cccc(/C=N/NC(=O)CSc2nc3ccccc3[nH]2)c1O	-5.1
CCOc1ccc(C(=O)Nc2nnc(SCC)s2)cc1	-42.1
CCSc1nnc(NC(=O)c2ccc3c(c2)OCO3)s1	-4.5
CC(=O)NS(=O)(=O)c1ccc(NC(=O)C(C)(C)C)cc1	4.1
Cc1ccc(C(=O)Oc2ccc3c(-c4ccccc4)cc(=O)oc3c2)cc1	-18.6
COc1cc(/C=N/NC(=O)Cc2nnc(N)s2)cc(OC)c1OC	-14.4
O=C1/C(=C\c2cccc([N+](=O)[O-])c2)SC(=S)N1c1cccc(C(F)(F)F)c1	8.7
COc1nc(N/N=C\c2ccc3c(c2)OCO3)nc(N2CCOCC2)n1	-3.6
COc1cc(/C=C2\C(=O)NC(=O)N(c3ccc(Cl)cc3)C2=O)c(Br)cc1O	23.8
O=C(Nc1ccc2nsnc2c1)c1cccs1	4.5
Cc1cc(=O)[nH]c(SCC(=O)N2CCOCC2)n1	-33.9
COc1ccccc1-c1cc(C)nc(N)c1C#N	-5.9
COc1ccc(N(C)S(=O)(=O)c2ccc(Cl)cc2)cc1	-9.6
COc1ccc(C(=O)N2CCN(Cc3cccc(F)c3)CC2)cc1OC	-6.8
CC1CCc2c(sc(NC(=O)CSc3nncn3C)c2C#N)C1 (centres undefined)	1.8
O=C(O)C1C2C=CC(C3CC23)C1C(=O)Nc1ccccc1Cl (centres undefined)	-2.8
Cc1nc2cc(-c3ccc(Br)cc3)[nH]n2c(=O)c1C	10.2
CCOC(=O)COc1cc(Br)c(C2Nc3ccc4ccccc4c3C3=C2C(=O)CC(C)(C)C3)cc1OC (centres undefined)	0.0
COc1ccc(CN2CCN(C(=O)c3ccc([N+](=O)[O-])cc3)CC2)cc1OCc1ccccc1	-6.5
CCCCOc1ccc(NC(=O)CSc2nnc(-c3cccc(F)c3)n2-c2ccccc2)cc1	7.6
O=C(CSC1=NCCS1)Nc1cccc2ccccc12	0.8
CCC(C(=O)Nc1ccc(C)cc1)c1ccccc1 (centres undefined)	-19.0
O=[N+]([O-])c1cccc(Nc2ncnc3ccc(Br)cc23)c1	-0.2
O=[N+]([O-])c1ccc(-c2ccc(N=Cc3nc(-c4ccccc4)oc3O)cc2)cc1	-27.3
CCOc1ccc(C2C=C(Nc3ccccc3)C(=O)N2c2ccccc2)cc1 (centres undefined)	5.8
C#Cc1cccc(N2C(=O)c3c(Br)c(Br)c(Br)c(Br)c3C2=O)c1	11.4
CCCCNC(NCCCC)=C(S(=O)(=O)CC)S(=O)(=O)CC	9.4
CC(C)OP(=O)(OC(C)C)C(Nc1cccc(N)c1)c1cccc(N)c1 (centres undefined)	-4.3
CC1CCN(C(=O)c2ccc(CN(c3ccccc3)S(C)(=O)=O)cc2)CC1	-27.1
CS/C(=N\S(=O)(=O)c1ccc(Cl)cc1)c1ccccc1	-21.1

Among those listed so far, these have a CF3 group:
SMILES	DUSP3 inh
COc1ccc(C2CC(C(F)(F)F)n3ncc(C(=O)NCc4ccco4)c3N2)cc1OC (centres undefined)	0.1
O=C(Nc1cccc(C(F)(F)F)c1)C1CC2CCC1C2 (centres undefined)	-17.8
O=C1/C(=C\c2cccc([N+](=O)[O-])c2)SC(=S)N1c1cccc(C(F)(F)F)c1	8.7

Further records follow:
SMILES	DUSP3 inh
N/C(=N\c1nc(C(F)(F)F)cc(=O)[nH]1)Nc1ccc(-c2ccccc2)cc1	-10.4
CC(=O)Nc1ccc(S(=O)(=O)N(Cc2ccccc2)c2ccccn2)cc1	-8.6
CC12c3ccccc3C(C)(c3ccccc31)C1C(=O)N(c3ccc(C(=O)O)cc3)C(=O)C12 (centres undefined)	-13.5
O=c1cc(-c2ccccc2)c2cc(Cl)ccc2[nH]1	-13.2&-24.4
Cc1cc(N/C=C/C(=O)c2ccccc2)ccc1Br	6.1
O=c1c2ccccc2c(-c2ccccc2)nn1-c1cc([N+](=O)[O-])ccc1N1CCOCC1	5.7
Cc1ccc(NC(=O)CCOc2ccccc2)c(Br)c1	-4.0
COc1ccc(NC(=O)Nc2ccc(Cl)c(Cl)c2)cc1	-11.8
CC(C)(C)c1ccc(C(=O)CC(=O)c2ccccc2O)cc1	-15.8
COc1ccc(-c2ccc(/C=N/NC(=O)C(O)c3ccccc3)o2)cc1Cl (centres undefined)	93.0
CSc1ccccc1NC(=O)/C=C/C(=O)O	11.4
COCCNCCOc1cccc(Cl)c1Cl	-22.7
COc1cccc(NC(=O)CCCOc2ccc(Cl)cc2Cl)c1	-25.4
O=C(CSc1nc(-c2ccccc2)c(-c2ccccc2)o1)Nc1nccs1	-1.7
COc1ccc(OCC(=O)Nc2cc(-c3nc4ccccc4o3)ccc2C)cc1	2.0
COC(=O)c1c(NC(=O)C2CC=CCC2C(=O)O)sc2c1CCC(C)C2 (centres undefined)	-0.6
COC(=O)C1=C(O)/C(=C/c2ccc(OCC(=O)Nc3ccccc3OC)cc2)N=C1C	-7.0
Fc1ccc(CCNC2CCN(Cc3ccccc3)CC2)cc1	-10.3
O=c1[nH]c(SCCc2ccccc2)nc2ccccc12	-5.4
Cc1cc(NC(=O)c2ccccc2)n(-c2ccccc2)n1	-27.3
O=C(Nc1ccccc1C(=O)O)c1ccc2c(c1)C(=O)N(c1ccc(Cl)cc1)C2=O	3.2
CCCc1nnc(NC(=O)COC(=O)/C=C/c2ccco2)s1	-15.6
O=C(Nc1cc(Cl)cc(Cl)c1)Nc1ccc(Cl)c(Cl)c1	-6.5
CC(C)CNC(=O)c1nn2c(c1Cl)NC(c1cccs1)CC2C(F)(F)F (centres undefined)	-4.2
CCOC(=O)c1cccc(N2C(=O)C=CC2=O)c1	4.9
COc1ccc(C(NC(=O)CN(c2cccc(Cl)c2)S(=O)(=O)c2ccccc2)c2ccccc2)cc1 (centres undefined)	-14.0
CCNc1cc2oc(=O)cc(C(F)(F)F)c2cc1C	-11.6
COC(=O)C1=C(C)N(Cc2cccnc2)C(=O)/C1=C\c1cccc(OC)c1O	9.2
CCOC(=O)C(=Cc1ccc(OCc2ccc([N+](=O)[O-])cc2)c(OC)c1)C(=O)OCC	-36.4
CC(N=Cc1cc([N+](=O)[O-])cc(Br)c1O)C12CC3CC(CC(C3)C1)C2 (centres undefined)	-9.1

Structures from the list above that contain a furan ring, fused or not, in the order listed:
SMILES	DUSP3 inh
O=C(NCc1ccccc1Cl)/C(=C\c1ccc([N+](=O)[O-])o1)NC(=O)c1ccccc1	2.5
COc1ccc(C2CC(C(F)(F)F)n3ncc(C(=O)NCc4ccco4)c3N2)cc1OC (centres undefined)	0.1
COCCOC(=O)c1c(C)oc2ccc(O)cc12	-1.0
O=C(NCc1cccnc1)/C(=C/c1ccc(-c2ccc(Br)cc2)o1)NC(=O)c1ccccc1	-5.7
CCOC(=O)C(=Cc1ccc(-c2ccc(Cl)cc2Cl)o1)C(=O)OCC	-3.5
O=C1/C(=C\c2ccc(-c3cccc([N+](=O)[O-])c3)o2)SC(=S)N1C1CCS(=O)(=O)C1 (centres undefined)	-20.8
COc1ccc(-c2ccc(/C=N/NC(=O)C(O)c3ccccc3)o2)cc1Cl (centres undefined)	93.0
CCCc1nnc(NC(=O)COC(=O)/C=C/c2ccco2)s1	-15.6

(cont.)
SMILES	DUSP3 inh
Cc1nc(-c2ccccc2)nc2[nH]c(-c3ccccc3)cc(=O)c12	-8.0
COc1cccc(/C=C2\SC(=S)N(CCC(=O)O)C2=O)c1	-23.9
Cc1cccc(N(CC(=O)NCc2ccco2)S(=O)(=O)c2ccccc2)c1	-4.5
CSC1=C(C#N)C2(CCCCC2)C(C#N)C(=O)N1 (centres undefined)	5.0
CCCN1CCC(=NNC(=O)c2ccccc2C)CC1	-25.7
CCCCc1ccc(-c2nc(-c3cccnc3)no2)cc1	4.5
O=[N+]([O-])c1ccc(S(=O)(=O)N(CCO)CCO)cc1	-9.8
COc1ccc(/C(N)=N/OC(=O)c2ccc(Cl)cc2Cl)cc1	-17.9
CSc1ccc(/C=N\NC(=O)C2COc3cc4ccccc4cc3O2)cc1 (centres undefined)	11.7
CC(=O)Nc1ccc(S(=O)(=O)N2c3ccc(C)cc3C(C)=CC2(C)C)cc1	-12.9
O=C(NC(=S)Nc1ccc2oc(-c3ccc(Br)cc3)nc2c1)c1ccco1	-13.2
CCOc1cc(Br)cc(/C=C2/SC(=S)NC2=O)c1O	19.4
CCOC(=O)c1ccc(NC2=NC3(CCCCC3)N=C(N)N2)cc1	6.8
CN(CCCC(=O)O)S(=O)(=O)c1ccc2c(c1)Cc1cc(S(=O)(=O)N(C)CCCC(=O)O)ccc1-2	-12.3
Cc1cc(C)c[n+](C(C)C(=O)c2ccc(Cl)cc2)c1 (centres undefined)	-11.5
CCOC(=O)C1CCN(C(=O)Cc2ccc(OC)c(OC)c2)CC1	-2.0
Cc1cccc(NC(=O)C2CC=CCC2C(=O)O)c1 (centres undefined)	-30.3
O=C(Nc1ccc(Nc2ccccc2)cc1)c1ccc(Br)cc1	-35.0
CCc1cc(C)cc(OCCOc2cccc(C=C3C(=O)NC(=O)NC3=O)c2)c1	3.2
COc1ccc(C2=C/C(=C/c3ccc(Cl)cc3)C(=O)O2)cc1OC	-0.3
CCc1ccc(NC(=O)c2cncc(Br)c2)cc1	-12.2
COc1ccc(Br)cc1Cn1c(=O)[nH]c2cc(C(F)(F)F)ccc21	5.0
COC(=O)C1=C(O)/C(=C/c2cccc(OC)c2O)N=C1C	-12.8
CCc1cccc(CC)c1NC(=O)c1ccc(-c2ccccc2)cc1	-0.1
COc1ccc(CCNCc2ccco2)cc1	5.3
CC12CC3(C)CC(C)(C1)CC(C(=O)NCc1cccnc1)(C2)C3	-25.4
CC(C)OC(=O)C1C(=O)CC(C)(O)C(C(=O)OC(C)C)C1/C=C/c1ccccc1 (centres undefined)	-18.2
CCOC(=O)c1c(NC(=O)CCN2CCCC2)sc2c1CC(C)(C)OC2	-10.0
COC(=O)c1c(NC(=O)C23CC4CC(CC(C4)C2)C3)sc2c1CCCC2	14.4
COc1ccccc1C(=O)N1CCN(S(C)(=O)=O)CC1	-10.0
CCOc1cc(OCC)cc(C(=O)Nc2ccc3oc(-c4ccccc4F)nc3c2)c1	-8.5
CCOc1cccc(-c2cc(C(=O)Nc3ccc4c(c3)OCCO4)c3ccccc3n2)c1	-13.6
Cc1cc(C)cc(NC(=O)CN(CCc2ccccc2)S(=O)(=O)c2ccccc2)c1	-31.4
CC1=NN(C(=O)CCc2ccccc2)C(O)(c2ccc(Cl)cc2)C1 (centres undefined)	-4.2
Cc1ccc2c(-c3ccc([N+](=O)[O-])cc3)cc(=O)[nH]c2c1	-13.1
CCOC(=O)C1NN=C(C(=O)c2ccc(OC)cc2)C1c1ccccc1Cl (centres undefined)	0.3
Cc1ccc([N+](=O)[O-])cc1NC(=O)C1CC(O)CN1C(=O)Oc1ccccc1 (centres undefined)	4.5
CCOC(=O)c1c(-c2ccccc2)oc2cc(Br)c(OCC(=O)C(C)(C)C)cc12	-25.2
O=C(CCN1C(=O)c2cccc([N+](=O)[O-])c2C1=O)Nc1nccs1	2.0
Cc1ccc(-c2cc(C(=O)N3CCCCC3)c3ccccc3n2)s1	-30.5
COc1ccc(NC2(c3ccc(Cl)cc3)C(=O)c3ccccc3C2=O)cc1	-2.6
CCC(Oc1ccccc1)C(=O)Nc1ccc(C)c(Cl)c1 (centres undefined)	5.1
CCOc1ccccc1N(CC(=O)Nc1ccc(C)c(C)c1)S(=O)(=O)c1ccccc1	0.8

Source: PubChem (Sanford-Burnham Center for Chemical Genomics)

This is a subset (hit frequency here may not be typical).
